Assay outcomes deposited in PubChem BioAssay by National Center for Advancing Translational Sciences (NCATS).
BRCA1 expr act: qHTS Assay to Identify Small Molecule Activators of BRCA1 Expression | AID 624202, 2012 | MCF7-BRCA1-FFLuc reporter, luminescence, 48 h; response scale: scaled: vehicle 0%, 10 µM genistein 100% | Potency, µM (highest dose often 46.1 µM), for the others: at the highest dose activation, actives largely listed as activators | 380,000 tested, 1.1% active; note: potency is the fitted concentration of half-maximal effect; nearly all actives have a fitted effect of over 80% in size; some results filed as inactive show a strong effect at the top dose
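MCF7-BRCA1-FFLuc cells, 2000/well in phenol-red-free MEM, attached 2 h then treated 48 h at 37 C. Luciferase luminescence read 15 min after reagent; normalized to genistein maximum activation (10microM) and DMSO, concentration-response fitted.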
FLuc modulator: qHTS profiling assay for firefly luciferase inhibitor/activator using purifed enzyme and Km concentrations of substrates (counterscreen for miR-21 project); purified FLuc, Km substrates, luminescence inhibition; 360,000 tested, 6.9% active; Potency, µM (doses to about 57.5 µM), without a hit: at the highest dose activity change, negative = inhibition, hits mostly inhibitors;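 note: potency is the fitted concentration of half-maximal effect; plate controls were vehicle for no effect and reference inhibitor for full effect; nearly all actives have a fitted effect of over 55% in size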
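Biochemical qHTS of compounds, final roughly 60 µM downward over six points, against 10 nM purified firefly luciferase using Km concentrations of substrates (10 uM D-luciferin, 10 uM ATP) in Tris acetate pH 7.5 buffer; luminescence output.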
RORg inh: qHTS for inhibitors of ROR gamma transcriptional activity. Nuclear receptor ROR-gamma (Mus musculus), P51450. Drosophila S2 Gal4-RORgamma UAS-luciferase reporter, 20 h. Potency, µM (series often up to 53.6 µM), inactives show at the highest dose activity change, negative = inhibition, most hits filed as inhibitors. 310,000 tested, 5.4% active. AID 2551, 2010; note: potency is the fitted concentration of half-maximal effect; % is set by controls: 0 for no effect and ±100 for the full control effect; nearly all actives have a fitted effect of over 60% in size
Target sequence (P51450 whole entry, looked up, the tested form may be a part): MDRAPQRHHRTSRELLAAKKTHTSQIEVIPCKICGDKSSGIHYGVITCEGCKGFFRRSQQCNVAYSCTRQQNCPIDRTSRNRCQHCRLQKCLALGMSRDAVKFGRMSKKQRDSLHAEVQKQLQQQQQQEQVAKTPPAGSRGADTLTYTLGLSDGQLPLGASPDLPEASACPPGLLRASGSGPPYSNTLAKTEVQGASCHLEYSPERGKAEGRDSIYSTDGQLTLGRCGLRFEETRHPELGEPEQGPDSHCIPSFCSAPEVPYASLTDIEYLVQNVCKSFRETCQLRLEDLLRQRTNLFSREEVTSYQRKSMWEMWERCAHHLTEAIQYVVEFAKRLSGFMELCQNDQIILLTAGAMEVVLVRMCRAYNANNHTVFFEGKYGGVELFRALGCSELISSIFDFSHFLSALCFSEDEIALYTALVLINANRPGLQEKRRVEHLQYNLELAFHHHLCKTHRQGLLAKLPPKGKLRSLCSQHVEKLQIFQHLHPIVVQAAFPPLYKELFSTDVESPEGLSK
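Stably transfected Drosophila Schneider cells are the test system, with ROR gamma fused to Gal4 and luciferase under UAS control; luminescence is read after 20 hr of 700 uM copper sulfate induction at ambient temperature.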
ELG1 repair inh: qHTS screen for small molecules that inhibit ELG1-dependent DNA repair in human embryonic kidney (HEK293T) cells expressing luciferase-tagged ELG1. HEK293T ELG1-luciferase reporter, luminescence, 16 h; DNA damage induced by 5-fluorouridine. Potency, µM (series often up to 46.1 µM), for inactives: at the highest dose activity change, negative = inhibition, usual class: inhibitors. 330,000 tested, 2.3% active. AID 504467, 2011; note: potency is the fitted concentration of half-maximal effect; % is set by controls: 0 for no effect and ±100 for the full control effect; nearly all actives have a fitted effect of over 55% in size
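Luminescence from the luciferase reporter, measured 30 min after ONE-Glo reagent at room temperature, was the read-out. Beforehand, 2,000 cells per well were exposed for 16 hr at 37 °C to 5-fluorouridine together with compound or vehicle.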
Gal4-VP16 FLuc: VP16 counterscreen qHTS for inhibitors of ROR gamma transcriptional activity | Drosophila S2 Gal4-VP16 UAS-luciferase, luminescence, 20 h | Potency, µM (top dose mostly 53.6 µM), inactives show at the highest dose activity, negative = inhibition, most hits filed as inhibitors | 310,000 tested, 3.5% active | AID 2546, 2010;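 note: Gal4-VP16 expression switched on by copper sulfate through the metallothionein promoter; potency is the fitted concentration of half-maximal effect; % is set by controls: 0 for no effect and ±100 for the full control effect; nearly all actives have a fitted effect of over 50% in size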
NPC1 promoter act: qHTS Assay for NPC1 Promoter Activators; AID 485313, 2010; Potency, µM (top dose mostly 9.22 µM), for inactives: at the top dose activation, most hits filed as activators; Huh7 NPC1 promoter luciferase reporter, 24 h; 320,000 tested, 2.4% active;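 note: potency is the fitted concentration of half-maximal effect; % of control where 0% means no effect; nearly all actives have a fitted effect of over 60% in size; reporter is driven by a mutant NPC1 promoter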
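In 1536-well qHTS, Huh7 cells harboring an NPC1 promoter–luciferase construct received compound for 24 h; activation was quantified by luminescence following luciferase reagent addition.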
TRPV1 agonist: HTS Assay for Compounds that Act as Agonists of the Vanilloid Receptor 1. 320,000 tested, 0.19% active. Transient receptor potential cation channel subfamily V member 1 (Homo sapiens), Q8NER1. AID 540275, 2011. activation, % at 8.33 µM. TRPV1-expressing cells, Fluo-8 calcium influx, agonist mode; in the data active = activation above about 80%; inconclusive = between about 30% and that limit; note: 0% is about no effect
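TRPV1-expressing cells were cultured overnight at 35.5C and loaded with Fluo-8 calcium dye for 40 to 90 min at room temperature. After a 10 s baseline, compound was added and calcium influx was read kinetically for 3 min (ex 480/em 520 nm).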
Tb PFK block: qHTS Assay to Find Inhibitors of T. brucei phosphofructokinase; ATP-dependent 6-phosphofructokinase (Trypanosoma brucei brucei), O15648; T. brucei PFK, ADP-Glo luminescence; Potency, µM (highest dose often 57.5 µM), for inactives: top-dose activity, negative = inhibition, hits mostly inhibitors; 330,000 tested, 0.17% active;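 note: potency is the fitted concentration of half-maximal effect; 0% = uninhibited 1x PFK enzyme wells and -100% = no-enzyme wells; nearly all actives have a fitted effect of over 60% in size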
Target sequence (O15648 whole entry, looked up): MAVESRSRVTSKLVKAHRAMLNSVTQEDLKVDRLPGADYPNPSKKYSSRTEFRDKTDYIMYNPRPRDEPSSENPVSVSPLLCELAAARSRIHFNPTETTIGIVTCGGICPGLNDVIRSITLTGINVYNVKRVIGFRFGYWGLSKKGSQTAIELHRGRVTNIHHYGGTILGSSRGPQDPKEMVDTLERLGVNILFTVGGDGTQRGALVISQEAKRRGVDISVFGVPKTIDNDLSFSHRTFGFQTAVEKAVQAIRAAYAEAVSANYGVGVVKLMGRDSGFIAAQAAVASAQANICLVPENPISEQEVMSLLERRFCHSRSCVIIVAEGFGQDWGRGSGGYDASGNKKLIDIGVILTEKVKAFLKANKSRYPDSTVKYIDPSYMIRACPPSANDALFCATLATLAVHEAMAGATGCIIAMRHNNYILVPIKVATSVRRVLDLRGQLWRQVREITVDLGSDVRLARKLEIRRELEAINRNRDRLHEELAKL
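In TEA buffer at pH 8.0 with 5 mM MgCl2, enzyme (1.25 nM) converted F6P (0.5 mM) and ATP (0.1 mM) for 45 min at room temperature. ADP product was read by luciferase luminescence.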
p53 reactivator: qHTS assay for re-activators of p53 using a Luc reporter | H1299 p53-A138V BP100-luciferase reporter, luminescence, 24 h | Potency, µM (doses to about 92.2 µM), for the others: at the top dose activity change, positive = activation, hits mostly activators | 320,000 tested, 0.063% active | AID 504706, 2011; note: potency is the fitted concentration of half-maximal effect; % of control where 0% means no effect; nearly all actives have a fitted effect of over 45% in size
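p53-null H1299 cells stably carrying temperature-sensitive p53-A138V and a BP100-luciferase reporter were pinned with compounds (4-point, 1:5 series) and held 24 hrs at 37 deg C. Luminescence was read 10 min after detection reagent.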
ELG1 genotox: qHTS screen for small molecules that induce genotoxicity in human embryonic kidney (HEK293T) cells expressing luciferase-tagged ELG1; HEK293T ELG1-luciferase reporter, luminescence, 16 h; Potency, µM (titrated, usually from 46 µM), for the others: top-dose activity change, positive = activation, usual class: activators; 330,000 tested, 1.3% active; AID 504466, 2011; note: potency is the fitted concentration of half-maximal effect; % of control where 0% means no effect; nearly all actives have a fitted effect of over 60% in size
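Genotoxicity was scored as increased ELG1-luciferase reporter signal, measured by ONE-Glo luminescence (30 min, room temperature). Compound or vehicle exposure of the HEK293T reporter cells lasted 16 hr at 37°C.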
Rab9 promoter act: qHTS Assay for Rab9 Promoter Activators; 320,000 tested, 2.8% active; Potency, µM (series often up to 9.22 µM), without a hit: at the highest dose activation, negative = inhibition, actives largely listed as activators; Huh7 Rab9 promoter-luciferase reporter, luminescence, 24 h; note: potency is the fitted concentration of half-maximal effect; % of control where 0% means no effect; nearly all actives have a fitted effect of over 60% in size
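Luminescence from Amplite-detected luciferase (10 minutes, ambient) reports Rab9 promoter activation. Before that, stable Rab9-luciferase Huh7 cells (1500/well, reduced-serum OP-MEM I plus 10% FBS) were exposed to compound for 24 hours at 37C.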
Starred values were filed as active, the others as inactive; u = inconclusive; x = not tested or not shown; [ ] = remark or other dose. Unless noted, calls come from the whole dose curve; as a rule, active = well fitted curve in the direction sought with a large enough effect; inconclusive = small, poorly fitted or top-dose-only effect, or another doubt; inactive = no such curve, though single readings can be large; an effect the other way counts as inactive or inconclusive.

SMILES	BRCA1 expr act	FLuc modulator	RORg inh	ELG1 repair inh	Gal4-VP16 FLuc	NPC1 promoter act	TRPV1 agonist	Tb PFK block	p53 reactivator	ELG1 genotox	Rab9 promoter act
CSc1nc(NCc2ccco2)c2c3c(sc2n1)CN(C)CC3	x	-11%	19%	8%	-8%	-3%	2	-1%	-10%	2%	-2%
C#CCOCCOCCOCCNc1nc(N2CCN(C(=O)[C@H](CCCCN)n3cc(C(N)[C@H](C)CC)nn3)CC2)nc(N2CCN(C(=O)[C@H](CCC(=O)O)n3cc(C(N)[C@H](C)CC)nn3)CC2)n1 (some centres undefined)	29%	1%	14%	u	1%	8%	3	0%	-1%	8%	7%
CC(C)(C)c1cnnn1-c1ccc(NC(=O)c2ccc3c(c2)OCO3)cc1	37%	u	u	u	-2%	15%	0	2%	29%	u	4%
CCN(CC)C(=O)N1CCC(NC(=O)c2ccccc2)CC1	2%	2%	5%	-7%	-10%	-1%	0	3%	13%	0%	-1%
COc1cccc(C(=O)Nc2c(F)cccc2F)c1	-9%	-4%	31%	-3%	-5%	-1%	1	1%	-5%	3%	19%
COc1ccc(-c2n[nH]c(C)c2-c2cc(OC)ccc2O)cc1	0%	-7%	21%	-1%	1%	-2%	5	-23%	-6%	-1%	-2%
COc1ccc(C(NC(N)=O)c2ccccc2)cc1 (centres undefined)	-4%	-8%	-1%	10%	1%	2%	-2	3%	11%	0%	-1%
O=C(CSc1n[nH]c(=O)n1-c1ccc2c(c1)OCCO2)Nc1ccccc1	0%	0%	23%	-1%	-2%	-1%	-1	1%	-2%	1%	-5%
CCn1c(SCC(=O)Nc2cccc(C)c2)nc2c(c1=O)SC(C)C2 (centres undefined)	-23%	11%	u	-9%	4%	-2%	6	-3%	-15%	-1%	-6%
O=C(CN1C(=O)NC2(CCCCC2)C1=O)Nc1cc(C(F)(F)F)ccc1N1CCCC1	13%	-1%	x	19%	x	3%	25	-2%	3%	-1%	10%
C=CCc1ccccc1OCC(O)CN(CC)CC (centres undefined)	4%	3%	-18%	0%	0%	-2%	-1	6%	-1%	-1%	0%
Fc1cccc(Nc2nc(N3CCOCC3)nc(N3CCOCC3)n2)c1	-38%	-1%	30%[1.91 µM]	u	-10%	-10%	-4	-4%	x	-7%	-2%
COc1cccc(CNC(=O)CCC(=O)N2CC(C)Oc3ccccc32)c1OC (centres undefined)	-8%	-3%	-4%	1%	-5%	-2%	0	0%	3%	-7%	-1%
COC(=O)c1ccc(C(C2C(=O)CC(C)(C)CC2=O)C2C(=O)CC(C)(C)CC2=O)cc1	1%	0%	44%	10%	5%	-1%	-5	0%	-2%	1%	1%
O=S(=O)(NC1CCCCC1NCc1ccco1)c1ccccc1 (centres undefined)	-5%	1%	-19%	2%	-6%	-2%	11	-8%	0%	-5%	2%
Cc1ccc(NC(=O)CCC(=O)NNC(=O)c2ccco2)cc1C	3%	0%	20%	14%	3%	0%	-3	0%	1%	1%	2%
CCOc1ccc(N2CC(C(=O)Nc3ccc(OC)c(S(=O)(=O)N4CCCCC4)c3)CC2=O)cc1 (centres undefined)	-5%	-17%	u	-5%	11%	-4%	-3	-9%	4%	-5%	9%
CCCCN(C)C(=O)c1cc2cc3ccc(OC)cc3nc2o1	4.5µM*	3.8µM*	27%	u	30%	4µM*	6	0%	17%	u	3.5µM*
CCCCn1c(SCC(=O)Nc2nnc(C)s2)nnc1-c1ccncc1	-3%	3%	24%	-20%	2%	-3%	0	1%	1%	1%	-9%
COC(=O)CC1=C(C(=O)OC)[C@@H](c2ccccc2[N+](=O)[O-])C(C#N)=C(N)O1	6%	1%	17%	-19%	18%	-3%	-2	-4%	1%	-1%	-1%
COc1ccccc1NS(=O)(=O)c1cccc(C(=O)NCC(c2cccs2)N2CCOCC2)c1 (centres undefined)	-22%	3%	x	-23%	x	-4%	1	-6%	1%	-4%	-8%
Cc1nc(Nc2ccccc2)c2oc3ccc(Cl)cc3c2n1	9%	-11%	-19%	u	0%	24%	22	0%	3%	8%	26%
O[C@H]1COC2C1OC[C@@H]2O (some centres undefined)	6%	9%	-3%	3%	-3%	-3%	-2	1%	4%	-2%	-2%
COc1ccc(-c2nnsc2N2C(=O)c3ccccc3C2=O)cc1	-2%	-1%	-3%	7%	2%	-4%	1	1%	16%	6%	1%
COc1ccc(CCNC(=O)C2CCN(S(=O)(=O)N3CCOCC3)CC2)cc1OC	3%	1%	-16%	0%	0%	-4%	-3	4%	-1%	-3%	-2%

More compounds follow:
SMILES	BRCA1 expr act	FLuc modulator	RORg inh	ELG1 repair inh	Gal4-VP16 FLuc	NPC1 promoter act	TRPV1 agonist	Tb PFK block	p53 reactivator	ELG1 genotox	Rab9 promoter act
COc1ccc2nc(C)cc(SCC(=O)N/N=C/c3cccc4ccccc34)c2c1	-102%[inhibitor]	5%	11µM*	u	-25%	-18%	5	-3%	-7%	13%	-13%
Cc1cc(C(=O)CN2C(=O)NC(C)(c3cc(F)ccc3F)C2=O)c(C)n1C1CC1 (centres undefined)	-10%	x	x	-13%	x	x	x	3%	-5%	5%	x
Cc1ccc(C(CNS(=O)(=O)c2ccc(Cl)cc2)N2CCN(C)CC2)cc1 (centres undefined)	-24%	1%	x	1%	x	2%	8	0%	0%	1%	-9%
CCOc1cc(NC(=S)NCc2ccco2)c(OCC)cc1NC(=O)C1CC1	-25%	0%	11µM*	5%	u	0%	2	0%	2%	-6%	-3%
O=C(N=Nc1c(O)[nH]c2ccc([N+](=O)[O-])cc12)c1ccccc1Cl	2%	-16%	3%	u	-7%	14%	2	0%	7%	0%	8%
Cc1nn(C)c2ncc(C(N)=O)c(Oc3ccc(Cl)cc3)c12	-4%	-2%	9%	u	-17%	-2%	-3	1%	-5%	-14%	-2%
COc1ccc(C)cc1NC(=O)CSc1nnc(CC(=O)Nc2cccc(C(F)(F)F)c2)n1C	-31%	3%	24%	u	-1%	-2%	2	-3%	-2%	-10%	0%
COc1ccc(C(C(=O)NC2CCCCC2)N(C(=O)c2ccccn2)c2cccnc2)cc1 (centres undefined)	-8%	-1%	-5%	7%	-3%	-3%	5	0%	-1%	1%	0%
CC1CCCC(NC(=O)Cn2cc(Br)ccc2=O)C1C (centres undefined)	13%	x	x	20%	x	x	x	-7%	-6%	1%	x
Cc1nn(C)c(C(=O)N/N=C/c2ccc(Br)cc2)c1Cl	-14%	-10%	u	7%	u	-1%	u	0%	4%	1%	3%
COc1ccc(/C=N/NC(=O)c2cc3c(OC)ccc(OC)c3[nH]2)cc1O	-65%	11µM*	-42%	u	u	-19%	-8	8%	4%	-5%	-6%
O=S1(=O)Cc2cc3ccccc3cc2C1	-2%	-2%	0%	u	-20%	-2%	-2	0%	-4%	5%	-11%
COc1ccccc1CNC(=O)C1CCCN(S(=O)(=O)c2cccc3nsnc23)C1 (centres undefined)	-4%	-1%	1%	-20%	-15%	0%	-1	-5%	-6%	-5%	-1%
CCOC(=O)/C(=C\C=C1/Sc2cc(OCC)c(OCC)cc2N1CC)C(C)=O	-40%	0%	40%	16µM*	-7%	1%	u	4%	-6%	-5%	2%
N#Cc1ccccc1OCC(=O)NCC(c1ccc(F)cc1)N1CCOCC1 (centres undefined)	0%	x	x	3%	x	-2%	4	-1%	0%	4%	-6%
C(=N\N1CCN(C2c3ccccc3-c3ccccc32)CC1)/c1cccs1	-34%	-1%	-10%	1%	-5%	-4%	4	1%	9%	-2%	6%
CCOC(=O)Cc1nc2ccccc2n(CC#N)c1=O	9%	0%	13%	11%	-4%	-3%	-3	1%	-4%	4%	-5%
O=C(CCN1C(=O)/C(=C\c2ccccc2F)SC1=S)Nc1ccc(C(=O)O)c(O)c1	x	5.4µM*	0%	23%	-1%	-4%	10	0%	17%	3%	1%
CCc1ccc(OCC(=O)N2CC(C(N)=O)Oc3ccccc32)cc1 (centres undefined)	-7%	2%	-7%	-19%	-1%	-1%	-4	u	-3%	0%	16%
O=C(NCCCCCCNC(=O)OC1CCS(=O)(=O)C1)OC1CCS(=O)(=O)C1 (centres undefined)	0%	14%	-14%	-1%	-5%	-5%	0	-2%	-2%	-3%	1%
O=C(O)Cn1nc2ccccc2n1	-5%	3%	-32%[0.365 µM]	8%	x	7%	-1	-11%	0%	8%	1%
